Bioassay records: PubChem, Sanford-Burnham Center for Chemical Genomics
APJ agonist = agonists of human APJ apelin receptor | CHO-K1 APJ PathHunter beta-arrestin, luminescence; 0% DMSO wells, 100% apelin | AID 2520 | P35414 | activation, % at 20 µM | 330,000 tested, 0.11% active;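 active = activation more than six SD over the plate average, tested at 20 µM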;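 also: 0% = DMSO alone and 100% = apelin-13 at 10 nM; some results filed as inactive read as strong as hits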
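Test system: CHO-K1 APJ beta-arrestin complementation cell line. Amount: cell density 1000 per well. Controls: DMSO negative, 10 nM Apelin-13 positive. Signal: luminescent beta-gal fragment complementation, chemiluminescent substrate. Read-out basis: agonist-driven arrestin binding to APJ. Timing: compound stimulation 90 min at 25 °C, detection 60 min.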
CHOP UPR activ = activators of apoptotic arm of unfolded protein response (CHOP); CHO-CHOP luciferase reporter, UPR activation, luminescence; percent of tunicamycin response over DMSO baseline; activation, % at 10 µM; 330,000 tested, 0.34% active; AID 449763;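 active = at 10 µM dose, activation of 40% or more, normalized to positive control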;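 also: 100% = tunicamycin at 10 µg/mL and 0% = DMSO alone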
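Dosing – one dose, 10 µM in 0.5% DMSO · System – CHO-CHOP cells, stable luciferase reporter of PERK-eIF2a-CHOP signalling · Input – 500 cells/well · Control set – tunicamycin 10 µg/mL final as positive, DMSO-only wells as negative · Timing – 6 h compound treatment, 37 °C · Measure – % activation vs tunicamycin · Technique – luminescence read with Steady-Glo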
697 NFkB inh = inhibitors of the PMA/ionomycin-induced NF-kB reporter in 697 B cells. 697 B-cell NF-kB luciferase reporter, 16 h. inhibition, % at 4 µM. 330,000 tested, 0.33% active. AID 435022; in the data active = inhibition above about 35%
Mdm2 MdmX PPI = human Mdm2/MdmX binding inhibition | O15151+Q00987 | SaOS-2 split-luciferase Mdm2/MdmX complementation, luminescence | inhibition, % at 8 µM | 330,000 tested, 3% active | AID 485346;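 active = inhibition of at least 50% at 8 µM in the primary screen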
Target sequence (O15151 whole entry, looked up): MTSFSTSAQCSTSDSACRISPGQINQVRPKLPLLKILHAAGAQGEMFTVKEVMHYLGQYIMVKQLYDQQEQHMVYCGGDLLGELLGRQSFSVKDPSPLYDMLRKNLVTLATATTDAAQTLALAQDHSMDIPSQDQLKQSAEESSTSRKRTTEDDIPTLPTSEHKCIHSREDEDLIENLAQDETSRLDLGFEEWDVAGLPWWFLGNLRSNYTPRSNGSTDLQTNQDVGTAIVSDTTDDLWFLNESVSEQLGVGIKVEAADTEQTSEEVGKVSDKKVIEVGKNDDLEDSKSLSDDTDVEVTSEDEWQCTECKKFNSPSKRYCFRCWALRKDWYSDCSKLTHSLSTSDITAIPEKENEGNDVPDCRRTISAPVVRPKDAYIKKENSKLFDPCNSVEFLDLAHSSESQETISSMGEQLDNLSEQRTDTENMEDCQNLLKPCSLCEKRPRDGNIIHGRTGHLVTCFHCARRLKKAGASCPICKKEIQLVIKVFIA
Target sequence (Q00987 whole entry, looked up): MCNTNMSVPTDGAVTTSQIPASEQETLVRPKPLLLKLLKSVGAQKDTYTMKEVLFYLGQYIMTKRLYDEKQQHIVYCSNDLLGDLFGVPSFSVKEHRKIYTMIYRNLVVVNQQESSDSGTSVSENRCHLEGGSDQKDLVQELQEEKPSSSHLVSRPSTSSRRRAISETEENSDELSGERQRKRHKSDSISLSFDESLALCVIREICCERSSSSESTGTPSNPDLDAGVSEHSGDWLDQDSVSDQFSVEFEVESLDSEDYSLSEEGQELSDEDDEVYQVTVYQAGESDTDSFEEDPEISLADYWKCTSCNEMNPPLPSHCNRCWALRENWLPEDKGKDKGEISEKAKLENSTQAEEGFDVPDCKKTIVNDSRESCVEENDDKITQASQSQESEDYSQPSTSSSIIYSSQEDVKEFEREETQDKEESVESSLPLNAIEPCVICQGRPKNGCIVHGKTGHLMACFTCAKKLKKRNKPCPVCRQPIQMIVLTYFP
APJ antag = antagonists of human APJ apelin receptor; AID 2521; inhibition, % at 20 µM; CHO-K1 APJ beta-arrestin complementation, luminescence; 330,000 tested, 0.32% active;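 active = inhibition above about 40% at 20 µM, limit read from the data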;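 also: cells challenged with 10 nM apelin-13 agonist together with compound; plate controls were apelin-13 plus DMSO wells for no effect and DMSO wells lacking apelin-13 for full effect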
tim23-1 inh = growth inhibitors of tim23-1 mutant yeast | inhibition, % at 20 µM | 330,000 tested, 1.3% active | S. cerevisiae tim23-1 growth, BacTiter-Glo luminescence, 24 h;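 active = growth inhibition of the mutant yeast at or above 50%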;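 also: temperature-sensitive mutant grown at 25 °C; plate controls were DMSO-treated mutant yeast for no effect and medium wells lacking yeast for full effect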
Jurkat NFkB inh = inhibitors of the PMA/ionomycin-induced NF-kB reporter in Jurkat cells; PMA/ionomycin-induced NF-kB luciferase reporter, luminescence; inhibition, % at 4 µM; 330,000 tested, 0.53% active; AID 435003; in the data active = inhibition above about 50%
UPR XBP1 act = activators of adaptive arm of unfolded protein response (XBP1). CHO-XBP1 luciferase reporter, IRE1-XBP1 UPR activation, luminescence; percent of tunicamycin response, DMSO as zero. activation, % at 20 µM. 330,000 tested, 0.33% active;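 active = versus positive control, 20 µM dose yields 30% or more activation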;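 also: 100% = tunicamycin at 10 µg/mL and 0% = DMSO only wells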
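Assay system: CHO-XBP1 luciferase reporter cells; Schedule: 6 h treatment, 37 °C; Detection: glow luminescence from Steady-Glo reagent; Benchmarks: high control tunicamycin 10 µg/mL final, low control DMSO vehicle only.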
* = called active by the depositor. The order is random. About 5% of those tested had a hit in this group.

SMILES	APJ agonist	CHOP UPR activ	697 NFkB inh	Mdm2 MdmX PPI	APJ antag	tim23-1 inh	Jurkat NFkB inh	UPR XBP1 act
COc1cc(/C=N/NC(=S)Nc2cccc(C(=O)O)c2)cc(OC)c1OC	-3	-0.6	1	14	-5	14	0	-3
Cc1ccc(C2c3[nH]c4ccccc4c3C[C@H]3C(=O)N(c4ccccc4C(=O)NCCN4CCOCC4)C(=O)N23)cc1 (some centres not stated)	-1	-0.5	7	6	-5	-2	-3	-3
CCOC(=O)c1cnc(C(C)(C)C)[nH]c1=O	4	-1.4	-8	-18	7	-7	-4	-2
CS(=O)(=O)N1CCC(C(=O)Nc2ccc3c(c2)OCO3)CC1	-3	0.5	-12	-36	16	11	3	-1
COc1ccc(OC)c(NC(=O)C(C)Oc2ccc(Br)cc2)c1 (configuration not stated)	-2	1.0	-28	-19	4	9	-25	1
O=Cc1cc(N=Nc2ccccc2Cl)ccc1O	-4	3.9	-58	0	21	29	-20	3
CC(=O)NCCCc1nc2ccccc2n1Cc1ccccc1F	1	3.0	0	11	-2	1	1	-2
C=C(NC(C)=O)c1c(F)cccc1F	-2	-1.8	4	20	0	8	2	-4
O=C(Cn1cnc(S(=O)(=O)N2CCCCC2)c1)NCc1ccco1	-2	-1.0	-6	16	23	-2	10	-6
O=C(O)c1ccccc1SC1CC(=O)N(c2ccccc2)C1=O (configuration not stated)	3	3.3	-8	-30	1	36	3	-1
COCC(C)Nc1ncnc2c1cnn2-c1ccc(Cl)cc1 (configuration not stated)	-1	9.9	-191	-71	-4	27	-175	0
Cc1cc(N2C(=O)C(O)=C(C(=O)c3ccc(C)o3)C2c2ccc([N+](=O)[O-])cc2)no1 (configuration not stated)	-1	1.8	6	9	26	9	15	-3
CCOC(=O)c1ccc(N2C(=O)c3n[nH]c(C)c3C2c2ccc(OC)cc2OC)cc1 (configuration not stated)	-1	1.6	9	24	3	29	-5	-1
CN1[C@@H]2CCC[C@H]1CC(NC(=O)c1nn(C)c3ccccc13)C2 (some centres not stated)	-1	-1.9	-4	13	1	-4	-9	-6
CC(C)(C)NC(=O)C(c1ccccn1)N(C(=O)c1csnn1)C1CCCC1 (configuration not stated)	-5	-0.1	4	10	5	6	-5	-3
CC1CCN(S(=O)(=O)c2ccc3c(ccn3CCC(=O)NC(C)C)c2)CC1	0	-0.4	-1	14	9	15	-1	0
CS(=O)(=O)N(CC(=O)NCCSc1ccccn1)c1cccc2ccccc12	0	2.5	-20	11	-11	5	2	-2
CCOC(=O)N1CCN(C(=O)c2ccc3c(SCC(=O)O)c4c(nc3c2)CCC4)CC1	-2	-1.0	-16	6	0	4	15	1
O=C(N/N=C/c1sc(N2CCCCC2)nc1-c1cccs1)c1cccnc1	-3	3.6	-6	57*	21	35	0	3
COc1ccccc1C1C(C(C)=O)=C(O)C(=O)N1c1ccc(O)cc1 (configuration not stated)	-3	1.4	11	14	-7	8	5	-3
COc1ccc(-c2nc(CS(=O)CC(=O)N3CCCC3)c(C)o2)cc1 (configuration not stated)	-2	0.4	7	-22	13	23	10	3
O=C(c1ccc(Br)cc1)N1CCC(C(=O)N2CCN(Cc3ccccc3)CC2)CC1	0	-2.2	-15	26	14	-1	3	-1
CCOC(=O)c1c(NC(=O)CNCCO)sc(C)c1C	-1	-3.6	15	12	-7	5	2	3
CCOC(=O)c1c(NC2=NS(=O)(=O)c3ccccc32)sc2c1CCC(C)C2 (configuration not stated)	0	-1.5	-4	6	9	20	12	-3
CC(C)CNS(=O)(=O)c1cc(C(=O)N2CC(C)OC(C)C2)c(Cl)cc1Cl (configuration not stated)	-4	-1.9	-10	6	7	1	-5	-2
COc1cc(/C=N/NC(=S)Nc2cccc(Cl)c2C)ccc1OCC(=O)N1CC(C)OC(C)C1 (configuration not stated)	-1	1.2	10	18	10	9	-1	-2
Oc1ccccc1/C=N/n1c2ccccc2c2ccccc21	-4	2.3	-56	25	17	3	-21	-3
Cc1ccc(NC(=S)NC(=O)C2CCCC2)cc1C	6	11	-94	-14	-6	54*	-47	-2
Cc1noc(NS(=O)(=O)c2ccc(NC(=O)c3cc(-c4ccccc4Cl)nc4ccccc34)cc2)c1C	-4	-1.2	18	7	10	-2	-6	-5
OC(COCC1COc2ccccc2O1)CN1CCc2ccccc2C1 (configuration not stated)	-5	-0.4	17	27	-1	12	-11	-3
COc1ccc(CC(=O)OCN2C(=O)c3ccccc3C2=O)cc1OC	-2	-0.8	-24	28	-15	9	12	-6
N#Cc1ccccc1NC(=O)CSc1nnc(-c2ccccc2)n1-c1ccccc1	0	-1.9	7	23	15	12	10	-1
CSc1ncc(CN2CCc3c([nH]c4ccccc34)C2c2cccc(C)n2)cn1 (configuration not stated)	0	0.9	-7	-15	11	12	-6	-2
CC1CC(CC(=O)NC(=S)Nc2ccccc2Cl)C(=O)O1 (configuration not stated)	-2	0.3	-4	-15	21	-2	4	3
CC(C)=CCC/C(C)=C/CC/C(C)=C/CC/C(C)=C/CC1=C(C)C(=O)c2ccccc2C1=O	25	0.0	3	30	-16	32	10	-4
CCOC(=O)N1CCN(C(=O)CSc2nc(=O)n3ccc(C)cc3n2)CC1	6	2.7	20	15	-17	5	8	-2
Nn1c(SCc2nc3ccccc3[nH]2)nnc1-c1ccccc1	-5	-0.1	18	14	-7	7	1	0
Cc1cc(C)cc(Oc2nc3ccccn3c(=O)c2/C=C(\C#N)C(=O)NC2CCS(=O)(=O)C2)c1 (configuration not stated)	-2	0.3	1	11	5	6	9	-3
CCOCCOCCC(C(=O)O)P(=O)(c1ccccc1)c1ccccc1 (configuration not stated)	-1	2.3	2	-34	-6	21	-8	0
CCOc1cccc(CN2CCCC(N3CCN(c4cccc(Cl)c4)CC3)C2)c1O (configuration not stated)	-2	4.8	5	15	2	-5	13	-4

Another view of 4 compounds above:
structure | APJ agonist | CHOP UPR activ | 697 NFkB inh | Mdm2 MdmX PPI | APJ antag | tim23-1 inh | Jurkat NFkB inh | UPR XBP1 act
CC1CC(CC(=O)NC(=S)Nc2ccccc2Cl)C(=O)O1 (configuration not stated) | -2 | 0.3 | -4 | -15 | 21 | -2 | 4 | 3
CC(C)=CCC/C(C)=C/CC/C(C)=C/CC/C(C)=C/CC1=C(C)C(=O)c2ccccc2C1=O | 25 | 0.0 | 3 | 30 | -16 | 32 | 10 | -4
CCOC(=O)N1CCN(C(=O)CSc2nc(=O)n3ccc(C)cc3n2)CC1 | 6 | 2.7 | 20 | 15 | -17 | 5 | 8 | -2
Nn1c(SCc2nc3ccccc3[nH]2)nnc1-c1ccccc1 | -5 | -0.1 | 18 | 14 | -7 | 7 | 1 | 0

Returning to the listing; the five compounds before the break are reprinted first.
SMILES	APJ agonist	CHOP UPR activ	697 NFkB inh	Mdm2 MdmX PPI	APJ antag	tim23-1 inh	Jurkat NFkB inh	UPR XBP1 act
CCOC(=O)N1CCN(C(=O)CSc2nc(=O)n3ccc(C)cc3n2)CC1	6	2.7	20	15	-17	5	8	-2
Nn1c(SCc2nc3ccccc3[nH]2)nnc1-c1ccccc1	-5	-0.1	18	14	-7	7	1	0
Cc1cc(C)cc(Oc2nc3ccccn3c(=O)c2/C=C(\C#N)C(=O)NC2CCS(=O)(=O)C2)c1 (configuration not stated)	-2	0.3	1	11	5	6	9	-3
CCOCCOCCC(C(=O)O)P(=O)(c1ccccc1)c1ccccc1 (configuration not stated)	-1	2.3	2	-34	-6	21	-8	0
CCOc1cccc(CN2CCCC(N3CCN(c4cccc(Cl)c4)CC3)C2)c1O (configuration not stated)	-2	4.8	5	15	2	-5	13	-4
COc1ccc(/C(C)=N/Nc2nc(C)c(C(C)=O)s2)cc1	-3	1.9	-9	15	17	20	-39	3
CN(C(=O)C1CCN(c2ncnc3c2nc2n3CCCCC2)CC1)C1CCCCC1	-2	3.6	-18	11	-11	19	-4	-4
CCOc1cc(C)c(C(C)C)cc1S(=O)(=O)N1CCN(C)CC1	-1	1.7	5	14	10	24	21	1
CC(=O)C1=C(C)Nc2ncnn2C1c1ccccc1Cl (configuration not stated)	3	-0.3	7	1	7	-2	-1	-5
O=C(CN1CCN(C(=O)c2ccco2)CC1)Nc1ccccc1-c1ccccc1	-4	0.7	-9	18	15	30	4	-2
O=C(O)c1cc(-c2ccc3ccccc3c2)nc2ccc(F)cc12	-6	-0.2	-16	34	7	30	-2	0
O=C1c2ccccc2C2=Nc3ccccc3SC(c3cccc(F)c3)C12 (configuration not stated)	1	2.4	-50	42	18	36	32	-1
O=C(NC(=S)NC1CCS(=O)(=O)C1)c1ccccc1F (configuration not stated)	3	-1.7	5	-21	-6	-2	-7	-7
CCOC(=O)c1cccc(NC(=O)c2c(NCc3ccccc3)[nH]c(=O)[nH]c2=O)c1	-3	-0.4	-13	36	14	2	12	0
CCN(CC)S(=O)(=O)c1cccc(C(=O)Nc2cccc(C)c2)c1	-1	6.4	-12	12	17	19	-25	2
CC(C)(C)NC(=O)CCN(/N=C/c1ccccc1O)C1=NS(=O)(=O)c2ccccc21	-6	-0.1	0	-9	18	16	12	-3
O=C(N/N=C/c1ccco1)c1cccc(N2Cc3ccccc3C2)c1	-3	2.7	-5	-2	-4	10	9	-1
COc1ccc2nc(NC(=O)CNS(=O)(=O)c3cccs3)sc2c1	-2	0.0	-1	19	14	3	12	-3
CC(=O)NC(CC(=O)OCC(=O)c1cc(C)ccc1C)c1ccccc1 (configuration not stated)	-3	-2.3	15	11	0	5	14	-1
COCCn1c(COC)nc2ccccc21	-2	0.8	-6	6	-19	0	-4	-2
O=C(NC1CCCC1)C1CCC(CNS(=O)(=O)c2ccc(F)cc2)CC1 (configuration not stated)	0	-1.0	17	7	10	-7	4	-4
CC(=O)c1ccc(S(=O)(=O)N(Cc2cc3cc4c(cc3[nH]c2=O)OCCO4)CC2CCCO2)cc1 (configuration not stated)	2	3.2	-78	-33	-9	3	-60	1
O=C(O)/C=C\C(=O)Nc1ccc(OCc2ccccc2)cc1	-3	2.5	-18	-18	4	-4	-13	1
Cc1ccc(S(=O)(=O)N2CCN(C(=O)COC(=O)CNC(=O)c3ccc(C(C)(C)C)cc3)CC2)c(C)c1	-2	2.2	4	-2	-14	-3	8	-3
COc1ccccc1OC(C)C(=O)Nc1nc(-c2ccc(S(=O)(=O)N3CCOCC3)cc2)cs1 (configuration not stated)	-1	-2.1	-49	23	-1	27	-8	-1
CCCCOC(=O)c1cc(Cl)c(O)c(OC)c1	-2	0.6	6	9	-4	32	-8	0
O=C(CC1CCCCC1)Nc1ncn[nH]1	-3	-2.7	8	7	14	-10	-2	0
Cc1cc(-n2c(C)cc(C(=O)CN3C(=O)NC4(CCCCC4C)C3=O)c2C)no1 (configuration not stated)	2	-2.8	1	11	17	13	10	-2
O=C(Nc1ccc2nc3n(c(=O)c2c1)CCCCC3)C(=O)N1CCN(c2ccccc2)CC1	-2	-1.0	20	0	-9	-2	-4	3
O=C(NCc1cccs1)c1csc2c1CCCCC2	1	8.5	14	-21	-1	20	-1	-1
Cc1cc(C)nc(N2CCCC(C(=O)NNC(=O)c3ccncc3)C2)n1 (configuration not stated)	-3	0.4	20	-1	5	0	12	0
CCNc1nc(C)c2cc(Br)c(=O)n(CC)c2n1	-3	-4.1	41*	73*	6	25	26	6
COc1ccccc1NS(=O)(=O)c1cccc(C(=O)OCC(=O)NC2CC2)c1	-4	-2.4	19	7	-15	5	2	-4
Cc1csc(SCCn2c(N3CCCC3)nc3c2c(=O)[nH]c(=O)n3C)n1	-1	-2.3	23	-12	25	-3	4	1
